G9a inh: qHTS Assay for Inhibitors of Histone Lysine Methyltransferase G9a | Histone-lysine N-methyltransferase EHMT2 (Homo sapiens), Q96KQ7 | G9a H3K9 monomethylation, AlphaScreen, 2 h | Potency, µM (series often up to 102 µM), for inactives: at the highest dose activity, negative = inhibition, usual class: inhibitors | actives 8.8% (n = 350,000) | AID 504332, 2011; active = well fitted inhibition curve with a large enough effect; inconclusive = small, poorly fitted or top-dose-only effect; inactive = no such curve, though single readings can be large or run the other way; note: nearly all actives have a fitted effect of over 75% in size
Target sequence (Q96KQ7 913-1193 limits assumed): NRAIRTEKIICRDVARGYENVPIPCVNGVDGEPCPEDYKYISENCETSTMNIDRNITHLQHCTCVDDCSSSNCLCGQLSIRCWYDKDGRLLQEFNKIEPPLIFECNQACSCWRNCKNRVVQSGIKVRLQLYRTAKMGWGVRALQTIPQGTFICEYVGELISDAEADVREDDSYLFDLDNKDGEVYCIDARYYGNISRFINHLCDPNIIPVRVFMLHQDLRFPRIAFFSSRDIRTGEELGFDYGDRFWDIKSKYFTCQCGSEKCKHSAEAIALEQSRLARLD
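Step 1: enzyme (final 20 nM) with compound, 15 min RT. Step 2: substrate peptide 500 nM and SAM 20 uM, 2 h RT. Step 3: anti-H3K9me1 antibody and AlphaScreen beads, 10 min, then plate read.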
* = called active by the depositor; ? = inconclusive; & = joins results of further samples; [ ] = remark or other dose. % is set by controls: 0 for no effect and ±100 for the full control effect; potency is the fitted concentration of half-maximal effect. These rows are one share of the data; count on the stated rates, not on these rows.

G9a inh | SMILES
-18.5%[12.7 µM] | O=C(c1ccco1)N1CCC2(CCCN(c3ccncc3)C2)CC1
0.0%[12.7 µM] | O=C(c1cccc(F)c1)N1CCC2(CCCN(c3cccc(-c4ccccc4)c3)C2)CC1
1.3%[12.7 µM] | N#CCCn1c(=O)c(-c2ccc(F)cc2)nc2cnc(Oc3cccc(Cl)c3)nc21
-1.2%[12.7 µM] | COC(=O)N1CCC2(CCCN(C(=O)Nc3ccccc3)C2)CC1
-26.9%[2.33 µM] | CNC1C(O)C(O)C(CO)O[C@H]1OC1C(O[C@@H]2C(O)C(O)[C@@H](N=C(N)N)C(O)C2N=C(N)N)OC(C)[C@]1(O)C=O (stereo partly drawn)
11.6%[0.501 µM] | CCNc1ncc2nc(-c3cccs3)c(=O)n(CCc3ccccc3)c2n1
-36.3%[2.33 µM] | COc1ccc2c(c1)OC/C(=C/c1ccc(O)c(O)c1)C2=O
-29.7%[12.7 µM] | COCCn1c(=O)c(CCc2ccccc2)nc2cnc(N3CCNCC3)nc21
4.8%[12.7 µM] | O=C(c1ccco1)N1CCC2(CC1)CCN(c1ccncc1)CC2
21.1% | COc1ccc2c(c1)C(c1ccc(C)cc1)CC(=O)O2 (stereo not drawn)
1.6%[0.501 µM] | CN(Cc1ccco1)c1ncnc2ccc(-c3ccccc3C#N)cc12
-4.7%[0.501 µM] | N#Cc1cccc(-c2nc3cnc(N4CCOCC4)nc3n(C3CC3)c2=O)c1
0.1%[2.33 µM] | NC(N)=Nc1nc(CSCC/C(N)=N\S(N)(=O)=O)cs1
28.3%[59 µM] | CCCCCCCC/C=C\CCCCCCCC(N)=O
-2.2%[12.7 µM] | O=S(=O)(c1ccccc1)N1CCC[C@@]2(CCN(Cc3nccs3)C2)C1
-22.2%[12.7 µM] | CC(C)CN1CCC2(CC1)CCN(S(=O)(=O)c1ccccc1)CC2
5.1%[12.7 µM] | COc1ncc2nc(-c3cn(C)c4ccccc34)c(=O)n(Cc3ccc(F)cc3)c2n1
-0.3%[0.501 µM] | N#Cc1cccc(-c2nc(NCCN3CCOCC3)c3ccccc3n2)c1
1.2%[0.501 µM] | COCCn1c(=O)cnc2cnc(Oc3cccc(Cl)c3)nc21
8.3%[21.5 µM] | C=C1C[C@@]23C[C@]1(O)CC[C@@H]2[C@]12C=C[C@@H](O)[C@](C)(C(=O)O1)[C@H]2[C@H]3C(=O)O
-9.8%[2.33 µM] | COc1ccc(C(C)C(=O)c2ccc(O)cc2O)cc1 (stereo not drawn)
-4.7%[12.7 µM] | COC(=O)N1CCC2(CC1)CCN(C(c1ccccc1)c1ccccc1)CC2
4.5%[0.501 µM] | c1ccc(CNc2cc(-c3ccoc3)ncn2)cc1
0.5%[0.501 µM] | Cc1cnc(CNc2ccnc(-c3c(C)noc3C)n2)cn1
-30.7%&24.8%[59 µM] | N[C@@H](CSS(=O)(=O)O)C(=O)O
-5.3%[0.501 µM] | COc1cccc(Cn2c(=O)cnc3cncnc32)c1
-7.1% | COc1cccc(CC(NC(C)=O)C(=O)NC2CCN(c3ncccc3[N+](=O)[O-])CC2)c1 (stereo not drawn)
0.4%[12.7 µM] | CC(C)NC(=O)N1CC[C@@]2(CCCN(C(=O)c3cccn3C)C2)C1
1.9%[0.501 µM] | CN(C)c1ccc(-c2nc(NCCN3CCOCC3)c3ccccc3n2)cc1
-1.0%[12.7 µM] | COCC(=O)N1CCC2(CCCN(C(=O)Nc3cccc(C#N)c3)C2)CC1

4 neighbouring entries already listed, quoted:
G9a inh | SMILES
-9.8%[2.33 µM] | COc1ccc(C(C)C(=O)c2ccc(O)cc2O)cc1 (stereo not drawn)
-4.7%[12.7 µM] | COC(=O)N1CCC2(CC1)CCN(C(c1ccccc1)c1ccccc1)CC2
4.5%[0.501 µM] | c1ccc(CNc2cc(-c3ccoc3)ncn2)cc1
0.5%[0.501 µM] | Cc1cnc(CNc2ccnc(-c3c(C)noc3C)n2)cn1

The list continues.
G9a inh | SMILES
7.6%[59 µM] | C#Cc1cccc(Nc2ncnc3cc(OC)c(OC)cc23)c1
? | O=C(NC(=S)Nc1cc(S(=O)(=O)N2CCOCC2)ccc1N1CCOCC1)C1CCCC1
5.6%[12.7 µM] | O=C(c1cccc(F)c1)N1CCC[C@@]2(CCN(c3ccccc3)C2)C1
13.1%[0.501 µM] | COc1ncc2nc(-c3cc(F)cc(F)c3)c(=O)n(-c3ccccc3)c2n1
-28.2%[2.33 µM] | CN(C)C1C(=O)C(C(N)=O)=C(O)[C@@]2(O)C(=O)C3=C(O)c4c(O)ccc(Cl)c4C(O)[C@H]3C[C@@H]12 (stereo partly drawn)
-23.3%[0.501 µM] | COc1ccc(CNc2ccnc(-c3cccnc3)n2)c(OC)c1
-6.1%[12.7 µM] | COc1ccc(-c2nc3cnc(N4CCOCC4)nc3n(CCC#N)c2=O)cc1
17.2%[0.501 µM] | CN(C)c1ccc(-c2cncnc2NCCc2cnc[nH]2)cc1
-4.0%[12.7 µM] | O=c1c(-c2cccc(Cl)c2)nc2cncnc2n1Cc1ccc(F)cc1
4.4%[12.7 µM] | O=c1c(CCc2ccccc2)nc2cnc(N3CCOCC3)nc2n1Cc1ccc(F)cc1
16.0%[0.501 µM] | Cn1cc(-c2nc3cncnc3n(Cc3ccc(F)cc3)c2=O)c2ccccc21
6.2%[12.7 µM] | COc1ccccc1CN1CCCC2(CCN(C(=O)c3cnccn3)CC2)C1
23.2%[59 µM] | O=[N+]([O-])c1cc2nc(O)c(O)nc2cc1[N+](=O)[O-]
-113.4%[2.33 µM] | O=c1cc(-c2ccccc2)oc2c(O)c(O)ccc12
-0.1%[59 µM] | CC(=O)OCOC(c1ccc2ccccc2c1)P(=O)(OCOC(C)=O)OCOC(C)=O (stereo not drawn)
33.1%[59 µM] | C=C(CCC12O[C@H](C(=O)O)[C@@](O)(C(=O)O)[C@](C(=O)O)(O1)[C@H](OC(=O)/C=C/[C@@H](C)C[C@@H](C)CC)[C@H]2O)[C@@H](OC(C)=O)[C@H](C)Cc1ccccc1
-31.9%[2.33 µM] | COc1ccc(-c2cc(=O)c3c(OC(C)=O)cc(OC(C)=O)cc3o2)cc1
43.8%[0.501 µM] | COc1ccc2[nH]cc(CCNc3cc(-c4c(C)noc4C)ncn3)c2c1
18.7%[12.7 µM] | COC(=O)N1CCC2(CC1)CN(c1ccccc1)C2
6.2%[0.501 µM] | CS(=O)(=O)Nc1cccc(-c2nc(Nc3ccncc3)c3ccccc3n2)c1
36.4%[12.7 µM] | O=C(Oc1ccccc1)N1CCC2(CC1)CN(c1ccncc1)C2
-11.3%[12.7 µM] | Cc1noc(C)c1C(=O)N1CCC[C@@]2(CCN(c3ncccn3)C2)C1
3.6%[12.7 µM] | O=C(Nc1ccccc1)N1CC[C@@]2(CCCN(C(=O)c3ccco3)C2)C1
-7.4%[12.7 µM] | COc1ccccc1CN1CCC2(CC1)CCN(C(=O)c1c(C)noc1C)CC2
2.7%[0.501 µM] | CNc1nc(-c2ccoc2)nc2ccccc12
1.8%[0.501 µM] | COc1cccc(-c2cc(NCc3cccnc3)ncn2)c1
4.1%[59 µM] | CNC1=CN=C(c2ccccc2)c2cc(Cl)ccc2N1
6.8%[12.7 µM] | COc1ccc(NC(=O)N2CC3(CCN(S(C)(=O)=O)CC3)C2)cc1
25.5%[59 µM] | C=CCN1CCN(c2nc3ccccc3nc2C#N)CC1
1.3%[0.501 µM] | COc1cccc(Nc2ncc3nc(-c4ccc(Cl)cc4)c(=O)n(C4CC4)c3n2)c1
1.9%[12.7 µM] | COc1ccc(-c2nc3cnc(Oc4ccccc4)nc3n(C3CC3)c2=O)cc1
-47.5%[2.33 µM] | CC1(C)CC[C@]2(C(=O)O)CC[C@@]3(C)C(=CCC4[C@@]5(C)CCC(O)C(C)(C)C5CC[C@@]43C)C2C1 (stereo partly drawn)
-37.0%[59 µM] | NCCC(=O)c1ccccc1N
-0.9%[12.7 µM] | CC(=O)N1CCC2(CC1)CCN(C(=O)Nc1cccc(F)c1)CC2
21.1%[59 µM] | CCCCCCCC(=O)OCCOC(=O)CCCCCCC
-6.7%[12.7 µM] | N#CCCn1c(=O)c(-c2ccc(Cl)cc2)nc2cnc(OCc3ccccc3)nc21
11.9%[12.7 µM] | COc1ccc(C(=O)N2CCC[C@@]3(CCN(Cc4ccccc4)C3)C2)cc1
-2.5%[12.7 µM] | O=c1c(CCc2ccccc2)nc2cncnc2n1C1CC1
15.4%[0.501 µM] | COc1ccc(-c2nc3cnc(N(C)C)nc3n(-c3ccccc3)c2=O)cc1
0.0%[12.7 µM] | Cc1noc(C)c1C(=O)N1CCC[C@@]2(CCN(C(=O)Nc3cccc(C#N)c3)C2)C1
-26.7%[0.501 µM] | CN(Cc1ccco1)c1ncnc2ccc(-c3ccccc3C(F)(F)F)cc12
-5.9%[2.33 µM] | C=C(C)C1CC=C(CO)CC1 (stereo not drawn)
-6.9%[12.7 µM] | COc1ccc(NC(=O)N2CCCC3(CCNCC3)C2)cc1
66.9%[activator][59 µM] | O=c1cc(-c2cccc(-c3ccc(C(F)(F)F)cc3)c2)c2cc3c(cc2o1)OCO3
? | COC(=O)c1c(N2C(=O)[C@H]3[C@@H](C2=O)[C@]2(C(=O)Nc4ccccc42)N2CCC[C@@H]32)sc(C)c1C
17.4%[21.5 µM] | C[C@@]12C=CC(=O)C=C1CC[C@H]1[C@H]3CC[C@](O)(C(=O)CO)[C@]3(C)CC(=O)[C@@H]12
7.0%[59 µM] | O=C(Cc1ccccc1)Nc1nc2ccc(Cl)cc2c2nc(-c3ccco3)nn12
23.8%[59 µM] | N=C(CC(O)COc1ccccc1-c1ccccc1)N1CCCCC1 (stereo not drawn)
-29.0%[2.33 µM] | COC(=O)CC1C2(C)CC34OC5(C)O[C@@]6(C7/C(=C(/O)C(C)C)C(=O)OC(c8ccoc8)[C@]7(C)C(OC(C)=O)C(OC(C)=O)[C@]6(O5)[C@@]13C)C(OC(C)=O)[C@]4(O)C2OC(=O)C(C)C (stereo partly drawn)
11.3%[59 µM] | c1ccc(COCCCc2cnc[nH]2)cc1

The list goes on; the last four above are carried over.
G9a inh | SMILES
7.0%[59 µM] | O=C(Cc1ccccc1)Nc1nc2ccc(Cl)cc2c2nc(-c3ccco3)nn12
23.8%[59 µM] | N=C(CC(O)COc1ccccc1-c1ccccc1)N1CCCCC1 (stereo not drawn)
-29.0%[2.33 µM] | COC(=O)CC1C2(C)CC34OC5(C)O[C@@]6(C7/C(=C(/O)C(C)C)C(=O)OC(c8ccoc8)[C@]7(C)C(OC(C)=O)C(OC(C)=O)[C@]6(O5)[C@@]13C)C(OC(C)=O)[C@]4(O)C2OC(=O)C(C)C (stereo partly drawn)
11.3%[59 µM] | c1ccc(COCCCc2cnc[nH]2)cc1
4.5%[12.7 µM] | COc1cccc(Nc2ncc3nc(-c4ccc(Cl)cc4)c(=O)n(CCC#N)c3n2)c1
9.2%[21.5 µM] | CN(C)CCCSC(=N)N
-3.9%[0.501 µM] | CCNc1ncc2nc(-c3ccc(OC)cc3)c(=O)n(C[C@H]3CCCO3)c2n1
? | COc1ccc2[nH]cc(CC(N)C(=O)O)c2c1 (stereo not drawn)
-4.1%[0.501 µM] | Cc1cnc(CNc2cc(-c3cccc(C#N)c3)ncn2)cn1
-6.2%[12.7 µM] | O=c1cnc2cnc(Oc3cccc(Cl)c3)nc2n1C1CC1
0.3%[0.501 µM] | COCCNc1ccnc(-c2ccccc2C)n1
-1.8%[12.7 µM] | COCC(=O)N1CCC2(CC1)CN(c1ccccc1)C2
-16.5%[0.501 µM] | c1ccc(CNc2ncncc2-c2cccnc2)cc1
7.8%[12.7 µM] | CC(C)CN1CCCC2(CCN(S(=O)(=O)c3ccccc3)CC2)C1
34.8%[59 µM] | CC1NC(C(=O)O)Cc2c1[nH]c1ccccc21 (stereo not drawn)
-1.0%[0.501 µM] | Cc1ccccc1-c1cc(N2CCNCC2)ncn1
5.1%[12.7 µM] | COCCn1c(=O)c(-c2ccc(OC)cc2)nc2cnc(Oc3ccccc3)nc21
-0.4%[0.501 µM] | COCCNc1ncnc2ccc(-c3cccnc3)cc12
11.0%[12.7 µM] | CC(=O)N1CCC2(CCCN(C(=O)Nc3cccc(F)c3)C2)CC1
4.0%[0.501 µM] | COc1cccc(-c2nccc(NCc3ccccc3OC)n2)c1
8.0%[0.501 µM] | Cc1nc2cnc(N3CCN(C)CC3)nc2n(C2CC2)c1=O
3.1%[0.501 µM] | COc1ccc2[nH]cc(CCNc3ncnc4ccc(-c5ccc6c(c5)OCO6)cc34)c2c1
-26.0%[0.501 µM] | Cc1noc(C)c1-c1cncnc1N(C)Cc1ccco1
-1.5%[0.501 µM] | COc1ccc(-n2c(=O)c(-c3ccc(F)c(F)c3)nc3cncnc32)cc1
1.0%[0.501 µM] | CN(C)Cc1ccccc1-c1ccc2ncnc(N(C)C)c2c1
24.6%&22.3%[59 µM] | COC(=O)[C@@H]1[C@H]2C[C@H]3c4[nH]c5ccccc5c4CCN3C[C@H]2CC[C@@H]1O
7.7%[12.7 µM] | COc1ccc(-n2c(=O)c(C)nc3cnc(Oc4ccccc4)nc32)cc1
1.2%[12.7 µM] | Cn1cccc1C(=O)N1CCC2(CCCN(c3ncccn3)C2)CC1
4.7%[0.501 µM] | Cn1cc(-c2nc3cnc(N4CCNCC4)nc3n(Cc3ccc(F)cc3)c2=O)c2ccccc21
26.1%[0.501 µM] | CN1CCN(c2ncc3nc(-c4ccccc4)c(=O)n(Cc4cccs4)c3n2)CC1
1.4%[0.501 µM] | COc1ccc2[nH]cc(CCNc3ccnc(-c4ccccc4Cl)n3)c2c1
10.4%[0.501 µM] | COc1cccc(Cn2c(=O)c(C)nc3cnc(OC)nc32)c1
-30.9%[2.33 µM] | O=C1CC[C@@]23/C=C/C(=O)NCCCCNCCCNC(=O)/C=C/c4ccc(c2c4)OC3C1 (stereo partly drawn)

Screening results (PubChem BioAssay)
